Eya2 phos inh: Eya2 (human) phosphatase inhibition; O00167; recombinant Eya2, OMFP fluorescence dephosphorylation (OMFP is methylfluorescein phosphate); Potency, µM (doses to about 76.9 µM), without a hit: at the top dose activity, negative = inhibition, hits mostly inhibitors; hit rate 0.006% among 330,000; further: potency means the concentration at half of the fitted maximal effect
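Eya2 (0.2 uM) preincubated 10 min at ambient with compound, then OMFP substrate added at 50 uM; 10 min reaction in 50 mM HEPES pH 7.5, 50 mM NaCl, 5 uM MgCl2, 0.05% BSA, 1 mM DTT. Fluorescence read at Ex 485/Em 525 nm.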
GALK inh: galactokinase (human) inhibition. Potency, µM (highest dose often 57.5 µM), for the others: at the top dose activity change, negative = inhibition, actives largely listed as inhibitors. P51570. AID 1868. hit rate 0.007% among 270,000. Purified GALK, Kinase-Glo residual ATP luminescence; further: potency means the concentration at half of the fitted maximal effect
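Kinase-Glo Plus luminescence measured ATP left after a 1 h room-temperature reaction. The reaction used 5 nM GALK, 100 uM galactose and 35 uM ATP at pH 8.0 (20 mM HEPES, 5 mM MgCl2, 60 mM NaCl, 1 mM DTT, 0.01% BSA).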
KCNH2 WT inh: blocks the wildtype human KCNH2 potassium channel; U2OS, BacMam KCNH2, thallium flux FluxOr; hits give low values; activity change, % at 1.84 µM; Q12809; hit rate 0.37% among 340,000;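 active means maximum activity change below -70%; inconclusive means maximum activity change between -70% and -50%; inactive means maximum activity change above -50%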
Target sequence (Q12809 whole entry, looked up): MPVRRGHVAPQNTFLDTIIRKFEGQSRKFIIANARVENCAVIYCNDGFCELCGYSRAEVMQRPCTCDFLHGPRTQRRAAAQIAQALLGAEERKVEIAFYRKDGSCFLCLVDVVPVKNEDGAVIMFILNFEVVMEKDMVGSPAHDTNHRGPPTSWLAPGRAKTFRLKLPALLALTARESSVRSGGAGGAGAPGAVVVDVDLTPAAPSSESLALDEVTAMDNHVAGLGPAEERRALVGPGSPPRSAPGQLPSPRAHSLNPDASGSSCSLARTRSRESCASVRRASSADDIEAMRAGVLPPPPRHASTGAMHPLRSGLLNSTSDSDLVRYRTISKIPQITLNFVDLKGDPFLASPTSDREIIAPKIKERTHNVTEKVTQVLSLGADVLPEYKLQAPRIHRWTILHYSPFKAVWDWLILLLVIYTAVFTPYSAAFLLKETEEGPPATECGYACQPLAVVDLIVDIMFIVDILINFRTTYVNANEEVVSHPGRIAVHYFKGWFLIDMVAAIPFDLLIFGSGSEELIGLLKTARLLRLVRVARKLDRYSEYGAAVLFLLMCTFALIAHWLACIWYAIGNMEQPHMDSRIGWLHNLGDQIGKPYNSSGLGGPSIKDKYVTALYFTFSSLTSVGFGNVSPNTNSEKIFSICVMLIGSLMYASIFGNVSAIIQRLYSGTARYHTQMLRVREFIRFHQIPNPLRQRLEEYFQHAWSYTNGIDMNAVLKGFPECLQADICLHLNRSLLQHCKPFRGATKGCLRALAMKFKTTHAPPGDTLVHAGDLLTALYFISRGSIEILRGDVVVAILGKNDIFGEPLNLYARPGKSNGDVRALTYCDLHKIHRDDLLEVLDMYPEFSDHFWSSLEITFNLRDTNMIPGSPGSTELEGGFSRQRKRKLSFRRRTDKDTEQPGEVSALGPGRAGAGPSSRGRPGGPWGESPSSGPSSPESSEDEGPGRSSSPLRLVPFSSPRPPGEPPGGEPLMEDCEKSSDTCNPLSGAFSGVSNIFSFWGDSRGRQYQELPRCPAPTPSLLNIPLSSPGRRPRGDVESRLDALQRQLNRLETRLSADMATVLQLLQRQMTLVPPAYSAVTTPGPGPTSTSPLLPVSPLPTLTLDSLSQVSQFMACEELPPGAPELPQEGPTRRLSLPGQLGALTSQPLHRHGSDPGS
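U2OS cells were transduced with wild-type KCNH2 virus (2.03 x 10^8 / mL) for 4 h at room temperature, then cultured overnight at 37 C. Thallium flux was read with FluxOr dye. Rate constants were normalized to DMSO controls.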
KCNH2 3.1 block: blocks the human KCNH2 3.1 channel isoform; activity change, % (tested at about 1.8 µM); hit rate 0.95% among 340,000; U2OS KCNH2 3.1, thallium flux FluxOr; hits give low values; AID 720553;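 active means maximum activity change below -70%; inconclusive means maximum activity change from -70% to -50%; inactive means maximum activity change above -50%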;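 further: thallium influx rate constant from kinetic fluorescence after stimulation buffer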
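Steps: virus added to U2OS suspension (4 h, RT, dark); medium with 10% FBS added, cells plated, 37 C overnight; FluxOr/Red40 loading buffer 45 min RT; stimulation buffer, 2 min kinetic read; rate constant normalized.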
uPA surface inh: blocks generation of uPA at the cell surface | Potency, µM (highest dose often 38.3 µM), for inactives: at the highest dose activity change, negative = inhibition, usual class: inhibitors | cell surface uPA generation assay, qHTS | hit rate 0.31% among 330,000; active means well fitted inhibition curve with a large enough effect; inconclusive means small, poorly fitted or top-dose-only effect; inactive means no such curve, though single readings can be large or run the other way; tested in mouse RAW 264.7 cells; further: potency means the concentration at half of the fitted maximal effect; nearly all actives have a fitted effect of over 55% in size
BCR signal inh: blocks chronic active B-cell receptor signaling; AID 493014; Potency, µM (series often up to 46.1 µM), for the others: at the highest dose ratio change, negative = lower green/red ratio, actives largely listed as inhibitors; ABC-DLBCL IkBa-CBG/CBR reporter, luminescence ratio, 4 h; hit rate 0.05% among 340,000; active means well fitted inhibition curve with a large enough effect in the signal ratio, with a control signal flat, not every such curve was filed as active; inconclusive means small, poorly fitted or top-dose-only effect, or effect the other way, or a change in a side signal; the % refers to the signal ratio;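 further: potency means the concentration at half of the fitted maximal effect; plate controls were basal doxycycline-induced cells for no effect and cells given 10 µM MG132 for full effect; MG132 reads +100%, hits lower the ratio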
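Compounds up to 46 uM were incubated four hours with TMD8 cells whose green CBG68 luciferase is fused to IkappaBalpha; red CBR luminescence normalised the signal, and concentration-effect curves were fitted to fusion, red and ratio data.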
PKM2 activator: activators of human pyruvate kinase M2; hit rate 0.34% among 260,000; purified PKM2, Kinase-Glo ATP luminescence, activation; response scale: 0% is enzyme alone, no compound; Potency, µM (titrated, usually from 57.5 µM), for inactives: top-dose activation, hits mostly activators; AID 1631; further: potency means the concentration at half of the fitted maximal effect; nearly all actives have a fitted effect of over 55% in size
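ATP formation by purified human PK-M2, quantified via coupled luciferase luminescence after 1 h at room temperature with 0.1 mM ADP and 0.5 mM PEP final.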
FBPA coupling cs: coupling enzyme interference in Giardia aldolase counter-screen. activity change, negative = inhibition, % at 58.2 µM, hits read low. AID 2472. hit rate 0.67% among 290,000. coupling enzyme system counterscreen, AmpLite Red fluorescence; in the data active means activity change below about -30%
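Fluorescence at 525 nm excitation and 598 nm emission measured inhibition of the coupled detection system without aldolase. Compounds (at 57.5 uM final) were preincubated 10 min at room temperature with coupling enzyme reagent before a 20 min substrate/AmpLite Red step.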
Giardia killer: Giardia lamblia killing | Giardia lamblia trophozoite viability | activity change, % at 7.66 µM, hits read low | hit rate 0.15% among 340,000 | AID 540267; in the data active means activity change below about -80%; inconclusive means between about -30% and that limit;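 further: parasites exposed to compound for two days anaerobically before the ATP read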
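Killing of trophozoites was scored by loss of ATP luminescence after a 48 hrs anaerobic exposure to compounds at 37 deg C, using 100 cells per well.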
USP2a inh: blocks human ubiquitin-specific protease USP2a; O75604; USP2 core, Ub-CHOP2 coupled fluorogenic reporter, 485/531; AID 463254; hit rate 0.01% among 330,000; Potency, µM (top dose mostly 38.3 µM), without a hit: at the top dose activity change, negative = inhibition, actives largely listed as inhibitors;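 further: potency means the concentration at half of the fitted maximal effect; plate controls were DMSO wells for no effect and full inhibition by NEM control for full effect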
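USP2 core (10nM final) preincubated 30min RT with compound in 20mM Tris-HCl pH 8.0, 2mM CaCl2, 2mM beta-mercaptoethanol, 0.05% CHAPS; 25nM Ub-CHOP2 plus 25nM reporter substrate added, fluorescence (Ex485/Em531) read after 60min.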
B2AR arrestin: agonists driving beta-arrestin recruitment to human beta2-adrenergic receptor; P07550; beta-arrestin recruitment to beta2AR, cell-based reporter; Potency, µM (titrated, usually from 46.1 µM), for the others: at the top dose activation, actives largely listed as activators; hit rate 0.02% among 330,000; AID 492947;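 further: potency means the concentration at half of the fitted maximal effect; 0% = DMSO controls and full agonism = EC100 isoproterenol or metaproterenol; nearly all actives have a fitted effect of over 65% in size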
An asterisk follows results filed as active; ? = inconclusive; nt = not tested or not shown; [ ] = another dose, or the depositor's remark. Unless noted, the call rests on the fitted dose curve; in most records, active means well fitted curve in the direction sought with a large enough effect; inconclusive means small, poorly fitted or top-dose-only effect, or another doubt; inactive means no such curve, though single readings can be large; an effect the other way counts as inactive or inconclusive. Unless noted, on the % scale 0 is the no-effect control and ±100 the full control effect.

Molecule,BCR signal inh,PKM2 activator,KCNH2 3.1 block,GALK inh,Eya2 phos inh,Giardia killer,USP2a inh,B2AR arrestin,uPA surface inh,KCNH2 WT inh,FBPA coupling cs
O=C(CN(Cc1cccs1)C(=O)CNC(=O)c1ccco1)NC1CCCCC1,-1.2%,-0.9%,-10.2,0.3%,-1.1%,1.1,-4.3%,-0.3%,-0.4%,1.3,2.8
CC1(C)CC(=O)C=C(c2ccc3ncccc3c2)C1,-2.3%,nt,8.5,nt,-22.0%,-0.9,1.3%,-2.0%,-4.4%,-6.6,nt
C[C@]12c3[nH]c4ccc(Cl)cc4c3CCN1C(=O)[C@@H](CC(=O)NCCCn1ccnc1)C[C@@H]2C(=O)N1CCOCC1,-2.3%,nt,11.2,nt,-7.1%,-19.7,-0.4%,-0.1%,4.3%,5.5,nt
CCN(CC(=O)N1CCCC1)S(=O)(=O)c1ccccc1,2.6%,-1.4%,-5.0,3.5%,0.9%,?,0.1%,-0.4%,?,7.6,1.3
Cc1ccc(S(=O)(=O)NC(CC(=O)O)c2ccccc2)cc1 (stereo not given),1.2%,4.2%,8.4,-0.3%,-2.6%,4.8,3.2%,-0.3%,nt,-3.2,2.9
CCS(=O)c1scc(-c2ccc(Cl)cc2)c1C#N (stereo not given),-14.3%,13.1%,-2.5,-3.8%,-27.6%,2.7,6.3%,-0.6%,-18.1%,-1.3,-0.2
N/C(Cn1cncn1)=N\NC(=O)C(=O)Nc1ccccc1,?,1.9%,7.5,-2.5%,-6.3%,21.5,9.7%,-0.1%,-2.3%,6.2,1.8
O=C(Nc1ccccc1OC(F)F)C1CC(=O)N(Cc2ccccc2)C1 (stereo not given),-3.8%,nt,5.2,nt,-1.8%,8.0,0.8%,0.1%,-1.8%,-3.3,nt
CN(C)c1ccc(/C=C2\CCCc3c2nc2ccccc2c3C(=O)O)cc1,-0.8%,nt,-3.4,7.3%,20.8%,-20.9,3.1%,0.2%,-6.1%,-8.3,3.6
CCCCC(=O)N(CCC)CCC,-1.1%,0.1%,0.6,1.0%,19.1%,15.5,0.6%,-0.7%,5.6%,8.3,0.5
COc1ccc(N2CC(C(=O)N[C@@H](C)C(=O)NC(C)c3ccccc3)CC2=O)cc1 (stereo not given in full),2.2%,nt,-0.6,-2.6%,0.5%,-19.0,2.1%,-0.3%,1.0%,-17.1,1.8
CCn1nnc2cc(C(=O)NCCc3ccccc3F)ccc21,6.7%,-0.7%,3.7,1.5%,6.0%,?,0.8%,-0.1%,-6.0%,1.3,0.2
CC(=O)c1ccc(S(=O)(=O)N2CCN(c3nc(-c4cccnc4)nc4ccccc34)CC2)cc1,10.6%,nt,5.9,nt,-15.4%,5.0,-1.1%,-0.4%,1.1%,-4.0,nt
CCOC(=O)c1[nH]c(CSc2nnc(-c3ccncc3)n2CCOC)c(C(=O)OCC)c1C,?,-4.7%,-5.5,2.3%,2.9%,-6.9,3.2%,-0.3%,-1.3%,-4.8,0.7
COC(=O)C(N)Cc1ccc(O)cc1 (stereo not given),1.1%,-1.7%,-1.1,-0.1%,6.2%,-20.9,6.4%,-0.1%,-4.3%,-0.3,3.8
COCCn1c(SCC(=O)Nc2cccc(F)c2)nc2c([nH]c3ccccc32)c1=O,-3.8%,-4.1%,nt,-0.6%,0.7%,9.1,1.0%,0.5%,-0.6%,11.2,nt
COc1ccc(C(CNC(=O)c2ccc(S(=O)(=O)N(C)C)cc2)N2CCCC2)cc1 (stereo not given),5.4%,-0.9%,-1.7,13.5%,-7.3%,13.8,-2.5%,0.3%,-0.9%,-8.5,14.6
Cc1cc(C)cc(NC(=O)CSc2nnc(CNC(=O)c3ccco3)o2)c1,3.0%,nt,10.4,-3.6%,0.7%,-14.2,4.2%,-0.3%,3.4%,1.9,nt
COc1ccc(-n2c(=O)[nH]c3cc(C(=O)NCCc4ccc(OC)c(OC)c4)ccc3c2=O)c(OC)c1,1.2%,nt,6.4,nt,-2.4%,-6.9,-1.4%,0.5%,4.2%,-0.8,0.8
N#Cc1cnc2sc3ccccc3n2c1=N,?,-13.9%,-0.6,1.6%,-18.2%,8.4,-5.0%,-0.2%,1.2%,-2.4,1.7
Cc1cc(C(C)(C)C)cc(C)c1Cn1c2[n+](c3ccc(C(F)(F)F)cc31)CCCCC2,?,-1.0%,2.1,8.7%,-23.3%,10.4,1.6%,0.0%,-17.5%,0.7,-0.4
CN1C(=O)C2C=CC1C1C(=O)N(c3ccccc3)C(=O)C21 (stereo not given),?,7.2%,-0.1,1.4%,3.5%,-2.1,-9.7%,-0.3%,2.1%,-9.2,-0.9
O=C1C2C3C=CC(C2C(=O)N1c1ccccc1O)C1C2C(=O)N(c4ccccc4O)C(=O)C2C31 (stereo not given),1.8%,6.5%,6.3,0.1%,6.3%,23.0,1.9%,0.2%,0.0%,5.9,-1.3
COc1ccc2c(c1)C(=O)/C(=C/C=C/c1ccccc1)CC2,-20.8%,-16.8%,-12.7,-3.5%,-6.1%,-6.6,-6.8%,-0.6%,-0.2%,-11.5,-3.0
O=C(NCc1ccccc1F)C1CCCN(S(=O)(=O)c2ccc(-n3cnnn3)cc2)C1 (stereo not given),9.0%,nt,3.0,0.3%,-12.5%,24.6,0.0%,0.1%,-9.2%,0.6,0.3
COc1ccc(NC(=O)CSc2nnc(Cc3cccn3C)n2CCc2ccccc2)c(OC)c1,12.0%,2.1%,3.6,-1.6%,11.3%,48.2[activator],-1.3%,0.0%,?,-3.5,4.1
O=C(c1ccccc1)c1n[nH]c(-c2ccccc2)cc1=O,?,1.5%,1.7,-3.2%,-0.2%,-17.9,2.3%,0.3%,2.3%,-6.2,6.5
CCCC(=O)Nc1nnc(Cc2ccccc2)s1,?,4.3%,-0.9,-3.0%,2.1%,4.0,0.6%,-0.6%,3.5%,-5.5,1.3
CCOC(=O)c1ccccc1NC(=O)Cn1c(=O)n(Cc2ccccc2)c(=O)c2c(C)c(C)sc21,2.3%,-3.9%,2.2,2.0%,1.0%,12.2,-0.7%,-0.1%,1.0%,-0.2,-0.5
COC(=O)CSc1ccc(C#N)c(SCC(=O)OC)c1,?,6.8%,1.7,0.0%,-10.8%,5.7,-0.1%,-0.6%,8.8%,2.7,nt
Cc1nn(-c2ccccc2)c(C)c1C(=O)OCC(=O)N1CCN(S(=O)(=O)c2ccccc2)CC1,-7.7%,5.0%,0.7,7.6%,2.1%,-4.9,2.9%,0.1%,-6.3%,-10.3,4.6
CCC(C)(C)n1nnnc1C(c1ccc(OC)c(OC)c1)N1CCN(c2cccc(OC)c2)CC1 (stereo not given),0.6%,-1.2%,9.1,0.5%,7.5%,-2.6,0.6%,-1.2%,5.8%,5.4,0.7
O=C(CSc1nnc(CNC(=O)c2c(F)cccc2F)o1)NCc1ccccc1,-1.6%,-4.0%,15.9,4.4%,2.7%,18.0,-0.2%,0.4%,-5.8%,8.2,1.3
Clc1ccc(CNc2ccccn2)cc1,-2.2%,-4.2%,31.0,0.6%,7.3%,4.7,0.0%,-0.6%,2.2%,3.0,-1.0
Cc1ccc(-n2nc(-c3ccco3)cc2C(=O)NCc2cccnc2)cc1,0.7%,?,-25.7,-1.3%,5.3%,11.4,-1.7%,0.0%,-4.8%,1.7,-0.5
C=CCOc1cccc(C(=O)NC(c2ccccc2)C(C)C)c1 (stereo not given),-0.9%,-1.0%,-17.6,5.8%,-0.5%,3.8,2.3%,0.1%,4.3%,11.5,-3.1
COc1ccc(OCc2cc(C(=O)N(C)Cc3nnc(C)o3)no2)c(Cl)c1,0.0%,-2.1%,-1.3,-1.4%,9.8%,24.5,1.5%,0.1%,-26.6%,3.6,-0.2
Cc1ccc(S(=O)(=O)NCCC(c2ccccc2)c2ccco2)cc1 (stereo not given),-14.2%,-1.1%,-17.5,-0.4%,-8.4%,6.3,1.8%,-0.6%,5.8%,-3.2,4.0
CCCNC(=S)N1CC2(C)CN(C(=O)C(=O)OCC)CC(C)(C1)C2=O,9.8%,-5.5%,2.8,6.0%,1.0%,-3.8,0.6%,-0.4%,-20.4%,-6.6,1.0
Cc1cc(-c2nn(C)c(=O)c3ccccc23)ccc1CNC(=O)NC1CCCCC1,-12.3%,-4.5%,6.0,5.0%,8.8%,27.4,0.4%,-0.9%,3.6%,-3.4,-6.5
Cc1ccccc1-n1nc2c(c1NC(=O)c1c(-c3ccccc3Cl)noc1C)CSC2,5.4%,-1.8%,-2.9,-4.0%,6.5%,-11.0,2.5%,0.1%,-0.1%,1.1,-1.3
CCN(CC)CCN1C(=O)C(O)=C(C(=O)c2cc3cccc(OC)c3o2)C1c1ccc(F)cc1 (stereo not given),7.4%,-3.0%,-6.6,2.1%,0.0%,30.5[activator],-0.5%,0.3%,2.3%,5.7,1.2

Screens deposited in PubChem by National Center for Advancing Translational Sciences (NCATS).
